NPY-Y1 PAM-ag: potentiates or activates human NPY-Y1 receptor | P25929 | NPY-Y1 expressing cells, potentiator/agonist activation | activation, % at 3.6 µM | 0.37% of 220,000 active; in the data active means activation above about 33%, passing the limit was not always enough;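 further: cells stimulated with NPY at EC10 then isoproterenol at EC100; 0% = low agonist plus stimulus and 100% = saturating agonist plus stimulus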
BaF3 parental: counter-screen for JAK2V617F inhibitors: parental Ba/F3 viability inhibitors. AID 1486. 1.1% of 220,000 active. CellTiter-Glo ATP luminescence. inhibition, % at 5.6 µM;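 active means inhibition above a per-campaign cutoff, the mean inhibition of all tested compounds plus 3 SD, cut at about 27% in these data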;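 further: 0% = DMSO wells and 100% = JAK Inhibitor I control wells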
S1P4 antagonist: human S1P4 receptor antagonism; AID 1510; S1P4-expressing cells, antagonist mode, reporter read-out; 0.26% of 220,000 active; O95977; inhibition, % at 4.98 µM; in the data active means inhibition above about 29%;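 further: 0% = wells stimulated with agonist and 100% = vehicle wells without agonist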
Target sequence (O95977 whole entry, looked up): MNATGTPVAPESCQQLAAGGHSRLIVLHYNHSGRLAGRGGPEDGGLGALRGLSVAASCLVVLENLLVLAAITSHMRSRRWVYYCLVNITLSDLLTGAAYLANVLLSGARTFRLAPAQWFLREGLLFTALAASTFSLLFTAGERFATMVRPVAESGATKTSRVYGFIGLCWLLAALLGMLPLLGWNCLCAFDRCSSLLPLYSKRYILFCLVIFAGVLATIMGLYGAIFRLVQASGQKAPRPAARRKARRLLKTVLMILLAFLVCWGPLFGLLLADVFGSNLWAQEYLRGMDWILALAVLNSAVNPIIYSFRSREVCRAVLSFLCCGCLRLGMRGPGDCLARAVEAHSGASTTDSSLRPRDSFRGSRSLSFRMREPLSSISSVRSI
S1P4 agonist: activates the human S1P4 receptor. S1P4-expressing cell line, agonist reporter assay. activation, % at 4.98 µM. 0.35% of 220,000 active; in the data active means activation above about 11%;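 further: 0% = DMSO vehicle and 100% = reference agonist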
NPY2 pot ag: human NPY-Y2 potentiation or agonism, primary screen; P49146; 0.45% of 220,000 active; cells expressing NPY-Y2, potentiator/agonist read-out; activation, % at 3.6 µM; in the data active means activation above about 27%;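 further: cells stimulated with NPY near EC25 plus isoproterenol at EC100; 0% = vehicle plus submaximal agonist and 100% = vehicle plus saturating agonist; some results beyond the cut were filed as inactive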
Target sequence (P49146 whole entry, looked up): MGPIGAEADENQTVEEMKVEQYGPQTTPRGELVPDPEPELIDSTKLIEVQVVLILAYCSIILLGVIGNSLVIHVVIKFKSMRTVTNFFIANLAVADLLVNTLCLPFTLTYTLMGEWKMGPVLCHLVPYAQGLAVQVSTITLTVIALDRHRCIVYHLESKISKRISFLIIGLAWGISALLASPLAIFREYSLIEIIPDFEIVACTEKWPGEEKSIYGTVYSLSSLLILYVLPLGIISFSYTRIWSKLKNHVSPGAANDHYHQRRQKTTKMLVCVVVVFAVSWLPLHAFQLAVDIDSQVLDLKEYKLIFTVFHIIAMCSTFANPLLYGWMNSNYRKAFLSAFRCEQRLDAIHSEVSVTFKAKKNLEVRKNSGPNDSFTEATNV
NCF1 inh: inhibitors of human p47phox binding; P14598; p47phox/p22phox peptide binding, fluorescence polarization, 2 h; inhibition, % at 24.7 µM; 0.53% of 220,000 active;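 active means inhibition above about 30%, limit read from the data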;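 further: 0% = p47phox with labelled peptide and 100% = labelled peptide alone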
CHOP inh: inhibitors of CHOP induction in ER stress response | inhibition, % at 10 µM | 3.8% of 220,000 active | CHO-K1 CHOP-promoter luciferase, tunicamycin-induced, 15-18 h;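 active means compounds that reduced the stress-induced luciferase reporter signal by more than about 70% of percent inhibition, limit read from the data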;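 further: 0% = tunicamycin plus vehicle and 100% = wells without tunicamycin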
Ba/F3 V617F tox: lowers viability of Ba/F3 cells expressing EpoR and JAK2V617F; ATP luminescence; inhibition, % at 5.6 µM; 1.1% of 220,000 active; AID 1446;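 active means inhibition above the campaign mean plus 3 SD over all tested compounds, cut at about 24% in these data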;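 further: cytokine-independent growth of Ba/F3 cells driven by EpoR plus mutant JAK2; 0% = DMSO-treated cells and 100% = JAK inhibitor I control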
NPY Y1 blocker: blocks the human neuropeptide Y Y1 receptor | AID 1040 | inhibition, % at 3.6 µM | 1% of 200,000 active | HEK293-CNG Y1 cells, membrane potential fluorescence; NPY at EC95, then isoproterenol | P25929;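 active means inhibition above the campaign mean inhibition of all tested compounds plus 3 SD, cut at about 20% in these data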;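 further: 0% = DMSO wells given NPY plus isoproterenol and 100% = isoproterenol alone without NPY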
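Test system – HEK293 Y1/CNG channel cell line · Also added – NPY agonist 25 nM, then isoproterenol 1 µM plus Ro 20-1724 25 µM · Compound dosing – one concentration, 3.6 µM, in 0.4% DMSO · Schedule – compound incubation 1 h at room temperature, readout 45 min post-stimulation · Technique – fluorescence, membrane potential probe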
The depositor's hits bear a star; x = no result given.

SMILES | NPY-Y1 PAM-ag | BaF3 parental | S1P4 antagonist | S1P4 agonist | NPY2 pot ag | NCF1 inh | CHOP inh | Ba/F3 V617F tox | NPY Y1 blocker
CC(=O)NC1C(=O)Nc2c1cccc2C(F)(F)F (stereo not given) | -13 | -1 | 2 | 0.4 | 4 | -5 | 1 | -7 | 0
C=CCNc1nc(-c2sc(NC(=O)CC)nc2C)cs1 | -16 | 6 | -25 | -0.9 | -3 | -10 | 37 | 0 | -8
COc1ccc(NC(=O)CSc2nc(N)c3cc4c(nc3n2)CC(C)(C)OC4)cc1 | 16 | 5 | -15 | -0.3 | -14 | -15 | -24 | -3 | x
N#CC1=C(N)OC2=C(CC/C2=C\c2ccccc2Cl)C1c1ccccc1Cl (stereo not given) | 15 | 3 | -27 | 1.6 | 9 | -76 | -76 | -2 | 5
CCCCOC(=O)Nc1cccc(C(C)=O)c1 | 8 | 4 | 0 | 1.9 | -5 | -5 | 11 | 3 | -4
COc1ccc(NC(=S)NC(NC(=O)c2cccc(Cl)c2)C(Cl)(Cl)Cl)c([N+](=O)[O-])c1 (stereo not given) | 39 | 3 | -3 | -1.7 | 37* | -10 | 66 | -4 | -9
Cn1cc(CN2CCC(C(=O)N3CCCC3)CC2)c(-c2ccccc2F)n1 | -1 | -1 | -14 | 1.9 | 5 | -3 | 8 | -3 | 0
Cc1ccccc1C(=O)c1c[nH]c(C(=O)NCC2CCCO2)c1 (stereo not given) | -3 | 5 | 4 | -0.8 | 3 | -2 | 14 | 0 | -2
Cc1cc(Cl)ccc1OCCCC(=O)NCCN1C(=O)S/C(=C\c2cccnc2)C1=O | 0 | 8 | -9 | 2.0 | 12 | -25 | 7 | 4 | 2
Cc1ccc(-n2c(C)nn(CCOc3ccccc3)c2=O)cc1 | 18 | 5 | -7 | -0.8 | 2 | -5 | 1 | 3 | 1
CC(C)Oc1ccc(CC(=O)NNC(=S)Nc2ccc(Br)cc2)cc1 | -3 | 5 | -11 | 1.1 | -2 | -5 | 4 | -1 | -7
CCOc1ccc(C(C)=O)cc1N1C(=O)C2C3C=CC(C3=C(C)C)C2C1=O (stereo not given) | 6 | 4 | -9 | 2.9 | 6 | -1 | 12 | 0 | -5
O=c1[nH]nc(SCc2nnc(-c3ccc([N+](=O)[O-])cc3)o2)n1C1CCCCC1 | 0 | -3 | 24 | 0.1 | 20 | 6 | -8 | -3 | x
CC1(C)N([O-])C2=C(c3ccccc3C2=O)[N+](=O)C1(C)C | -4 | 6 | -8 | 0.0 | -19 | -6 | -9 | 0 | 2
CCn1c(COc2ccccc2C)nnc1SCC(=O)N1CCCCC1 | -6 | 3 | -9 | -0.4 | 20 | 13 | 4 | -1 | 2
O=C(NCc1nc(-c2ccc(C(F)(F)F)cc2)no1)Nc1ccc(OC(F)(F)F)cc1 | 5 | -4 | -12 | -1.1 | -24 | -10 | 100* | -2 | x
COc1cccc(Nc2nnc(SCc3cc([N+](=O)[O-])cc4c3OCOC4)s2)c1 | 20 | 4 | 9 | 1.6 | 4 | -3 | 3 | 3 | -4
CC(C)(C)N(Cc1ccccc1)C(=O)CCc1ccccc1 | -24 | 5 | -1 | 0.4 | -18 | -22 | 19 | 3 | 17
CN1CCN(CCP(=O)(c2ccccc2)c2ccccc2)CC1 | 7 | 1 | -9 | 0.9 | -3 | -9 | 73* | -2 | -1
c1coc(-c2nn3c(-c4ccco4)nnc3s2)c1 | 22 | 0 | -2 | 1.7 | 15 | -6 | 16 | -2 | -4
Oc1ccc(NC(=S)Nc2ccc(O)cc2)cc1 | 1 | 5 | -20 | -0.1 | -1 | -16 | -12 | -1 | -2
CCOC(=O)c1[nH]c(C)c(C(=O)OCC(=O)N2CCc3ccccc32)c1C | -17 | 5 | 12 | 2.0 | -9 | -16 | 46 | 1 | -1
COC(=O)CC1=C(C(=O)OC)C(c2cccs2)C(C#N)=C(N)O1 (stereo not given) | 5 | -2 | 8 | 0.1 | 13 | -11 | 23 | -7 | -3
O=C(NCc1cccs1)C1CCC(CNS(=O)(=O)c2cccs2)CC1 (stereo not given) | 0 | 7 | -1 | -0.3 | 5 | -15 | 13 | 1 | 1
COc1cc(C2C(C#N)=C(N)Oc3cc(C)n(CCN4CCOCC4)c(=O)c32)cc(OC)c1OC (stereo not given) | -17 | -2 | 2 | 1.7 | 5 | -5 | -20 | -2 | 3
N#CCSc1nnc(-c2ccccc2)c(-c2ccccc2)n1 | -1 | 11 | 11 | -0.7 | -6 | -5 | -18 | 5 | 0
N/C(=N\OC(=O)CSc1ccccc1)c1ccc([N+](=O)[O-])cc1 | -12 | 5 | -12 | 0.2 | -16 | -3 | -101 | 0 | 18
Cc1cc(NC(=O)c2cccc(F)c2)ncc1NC(=O)c1ccco1 | 1 | 7 | -24 | -2.8 | -1 | -6 | -4 | 3 | 6
COc1ccccc1CN(C)C(=O)c1ccc2c(c1)NC(=O)CS2 | -9 | 5 | -28 | -2.5 | -6 | -3 | 32 | 0 | 4
Fc1ccc(NC(=S)N/N=C/c2cccc(Br)c2)c(F)c1 | -15 | 3 | -11 | -1.5 | -28 | -4 | 95* | 2 | 7

Eight entries from above, tab-delimited.
mol	NPY-Y1 PAM-ag	BaF3 parental	S1P4 antagonist	S1P4 agonist	NPY2 pot ag	NCF1 inh	CHOP inh	Ba/F3 V617F tox	NPY Y1 blocker
c1coc(-c2nn3c(-c4ccco4)nnc3s2)c1	22	0	-2	1.7	15	-6	16	-2	-4
Oc1ccc(NC(=S)Nc2ccc(O)cc2)cc1	1	5	-20	-0.1	-1	-16	-12	-1	-2
CCOC(=O)c1[nH]c(C)c(C(=O)OCC(=O)N2CCc3ccccc32)c1C	-17	5	12	2.0	-9	-16	46	1	-1
COC(=O)CC1=C(C(=O)OC)C(c2cccs2)C(C#N)=C(N)O1 (stereo not given)	5	-2	8	0.1	13	-11	23	-7	-3
O=C(NCc1cccs1)C1CCC(CNS(=O)(=O)c2cccs2)CC1 (stereo not given)	0	7	-1	-0.3	5	-15	13	1	1
COc1cc(C2C(C#N)=C(N)Oc3cc(C)n(CCN4CCOCC4)c(=O)c32)cc(OC)c1OC (stereo not given)	-17	-2	2	1.7	5	-5	-20	-2	3
N#CCSc1nnc(-c2ccccc2)c(-c2ccccc2)n1	-1	11	11	-0.7	-6	-5	-18	5	0
N/C(=N\OC(=O)CSc1ccccc1)c1ccc([N+](=O)[O-])cc1	-12	5	-12	0.2	-16	-3	-101	0	18

Continuation.
SMILES | NPY-Y1 PAM-ag | BaF3 parental | S1P4 antagonist | S1P4 agonist | NPY2 pot ag | NCF1 inh | CHOP inh | Ba/F3 V617F tox | NPY Y1 blocker
COCCNC(=O)c1ccccc1NC(=O)c1ccc(OC)c(OC)c1 | 11 | 7 | -1 | -0.3 | 5 | -1 | 26 | 0 | 3
COCCn1c(SCc2ccccc2Cl)nc2c1c(=O)[nH]c(=O)n2C | -25 | 8 | -12 | -1.3 | -18 | -8 | 48 | 5 | 5
O=C(O)c1ccc(-n2c(=O)c3ccccc3c3ccccc3c2=O)cc1 | -11 | 1 | -13 | -0.1 | -2 | -7 | 5 | -2 | -4
Cc1cc(-c2cc(N)n(-c3ccccc3)n2)c(C)n1C1CCCC1 | 0 | 3 | 6 | 1.2 | -9 | -11 | 3 | 2 | -4
O=C1CCCC(O)=C1C=Nc1cccc(C(F)(F)F)c1 | -3 | 7 | -6 | -0.3 | -19 | 5 | 52 | 4 | 4
C=CCSc1nnc(NC(=O)c2nc(SCC)ncc2Cl)s1 | 11 | -1 | -3 | -3.0 | 0 | -14 | -14 | -4 | 3
CCC(=O)Nc1c(C)ccc2nsnc12 | 7 | 3 | -12 | 1.4 | 12 | 4 | -13 | 0 | 1
Cc1cccc2cc3c(nc12)SC(=NCC1CCCO1)N(Cc1ccco1)C3 (stereo not given) | 12 | 9 | 56* | 2.4 | 3 | -21 | 103* | 9 | 13
CCOc1ccc(N2C(=O)CC(N3CC(C)OC(C)C3)C2=O)cc1 (stereo not given) | -12 | 4 | -12 | -0.2 | 9 | 2 | 35 | 2 | -1
O=C(NC(=S)N1CCN(c2ccc(F)cc2)CC1)c1cccs1 | 6 | 6 | -19 | -0.2 | 2 | -4 | 2 | 1 | 10

Overlap with the part before: 2 compounds, followed by the next part.
SMILES | NPY-Y1 PAM-ag | BaF3 parental | S1P4 antagonist | S1P4 agonist | NPY2 pot ag | NCF1 inh | CHOP inh | Ba/F3 V617F tox | NPY Y1 blocker
CCOc1ccc(N2C(=O)CC(N3CC(C)OC(C)C3)C2=O)cc1 (stereo not given) | -12 | 4 | -12 | -0.2 | 9 | 2 | 35 | 2 | -1
O=C(NC(=S)N1CCN(c2ccc(F)cc2)CC1)c1cccs1 | 6 | 6 | -19 | -0.2 | 2 | -4 | 2 | 1 | 10
Cc1ccc(Oc2ncccc2NC(=O)CCCC(=O)O)c2c1CCC2 | 3 | 1 | -3 | 0.0 | -7 | -19 | 1 | -3 | x
CC1(C)CC(=O)c2cnc(NC(=O)CSC(=S)N3CCCCC3)nc2C1 | 13 | -3 | 14 | 0.9 | 3 | -19 | 7 | -4 | x
c1ccc2c(-n3cnnn3)cccc2c1 | 7 | 3 | -3 | 1.2 | 8 | -9 | 20 | -1 | 5
COc1ccc(OC)c(NC(=O)CN2C(=O)c3ccccc3S2(=O)=O)c1 | 1 | 2 | -15 | 1.6 | 3 | -6 | 37 | -5 | -3
CC(=O)c1c[nH]c(C(=O)NCC2CCCO2)c1 (stereo not given) | 10 | 2 | -15 | 1.6 | 5 | 6 | 4 | -1 | -1
Cc1ccccc1NC(=O)c1c(C)[nH]c(=S)c(C#N)c1-c1ccc(Cl)cc1 | 9 | -6 | 13 | -1.1 | 17 | -10 | -5 | 0 | x
Cc1ccc(S(=O)(=O)N2CCC(C(N)=O)CC2)c(C)c1C | -6 | 0 | 4 | 0.6 | 2 | -6 | -6 | -2 | 1
CCOCCCNC(=O)CCCOc1ccccc1 | -8 | 4 | 20 | 0.0 | -13 | 1 | -25 | 1 | 13
Cc1ccccc1S(=O)(=O)Cc1ccc(C(=O)N2CCN(c3ncccn3)CC2)o1 | -2 | 1 | 1 | -0.6 | 18 | -2 | -12 | 2 | -1
O=C(c1ccccc1F)N1CCN(Cc2ccccc2F)CC1 | -10 | 1 | 5 | 1.1 | 1 | -15 | 44 | 2 | 2
CC1CC(C)CN(c2ccc(C(=O)OCC(=O)NC3CCCc4ccccc43)cc2[N+](=O)[O-])C1 (stereo not given) | 12 | 4 | 1 | 1.6 | -3 | -19 | -6 | -2 | 1
COc1ccccc1N1C[C@@H]2C[C@@H](c3ccco3)N3CCC[C@@]23C1=O | 0 | -2 | -32 | 1.4 | -5 | -8 | 25 | -3 | -1
CCOC(=O)c1[nH]c(C)c(C(=O)NC2CCCCC2)c1C | 12 | 6 | -12 | 1.3 | -7 | -1 | 56 | 100* | 1
O=C1CC(c2ccc(F)cc2)Sc2ccccc2N1 (stereo not given) | -8 | 3 | -6 | -0.4 | 3 | -6 | 5 | 0 | 0
c1coc(CNc2ncnc3nc[nH]c23)c1 | -2 | 5 | -2 | 1.1 | 1 | -1 | 1 | 0 | 8
CCC(=O)Nc1cccc(-c2nc3ccccc3o2)c1 | 20 | 2 | 6 | -3.5 | 4 | -4 | 0 | -2 | 9
COc1ccc(CCNCC(=O)N2C(C)CCCC2C)cc1OC (stereo not given) | -13 | 3 | 15 | -1.4 | -17 | 1 | -4 | 4 | 1
C#Cc1ccc([C@@H]2C=C(C(=O)O)O[C@H](OCCCCO)C2)cc1 | 11 | 1 | -3 | -2.7 | -8 | x | 0 | 3 | -2
COc1ccccc1N1CCN(C(c2ccccc2Cl)c2nnnn2C(C)(C)C)CC1 (stereo not given) | 5 | 0 | 11 | 0.7 | 3 | -7 | 46 | -2 | 10

Assay outcomes (PubChem BioAssay)
